Compound activity from PubChem BioAssay.
G6PDH CS = inhibits Leuconostoc G6PDH, flagging false hits in G6PDH-based assays | inhibition, % at 5 µM | Purified L. mesenteroides G6PDH, diaphorase/resazurin coupled fluorescence, 45 min | 200,000 compounds, 0.12% hits
RAM network inh = blocks the yeast RAM network. S. cerevisiae dse1pr::URA3 reporter, 5-FOA growth OD615, 2 d; analog-sensitive cbk1-as2 kinase mutant strain. AID 868. 190,000 compounds, 1.8% hits. inhibition, % at 50 µM;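 active = inhibition above a set limit, 3 SD over mean compound inhibition, cut at about 8.4% in these data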;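 note: 0% = DMSO-only wells with no growth and 100% = 10 µM 1-NA-PP1 full growth; inhibition rescues growth on 5-FOA so higher OD means more RAM inhibition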
PMI act satM6P = activators of human phosphomannose isomerase at near-saturating mannose 6-phosphate; P34949; activation factor at 20 µM; AID 1216; 190,000 compounds, 0.34% hits; coupled PMI enzyme assay, resazurin fluorescence, 20 min; stronger effect = higher value; 1 = untreated enzyme, 0 = substrate-free blank;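 active = activation factor of 2 or more at 20 µM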
Target sequence (P34949 whole entry, looked up): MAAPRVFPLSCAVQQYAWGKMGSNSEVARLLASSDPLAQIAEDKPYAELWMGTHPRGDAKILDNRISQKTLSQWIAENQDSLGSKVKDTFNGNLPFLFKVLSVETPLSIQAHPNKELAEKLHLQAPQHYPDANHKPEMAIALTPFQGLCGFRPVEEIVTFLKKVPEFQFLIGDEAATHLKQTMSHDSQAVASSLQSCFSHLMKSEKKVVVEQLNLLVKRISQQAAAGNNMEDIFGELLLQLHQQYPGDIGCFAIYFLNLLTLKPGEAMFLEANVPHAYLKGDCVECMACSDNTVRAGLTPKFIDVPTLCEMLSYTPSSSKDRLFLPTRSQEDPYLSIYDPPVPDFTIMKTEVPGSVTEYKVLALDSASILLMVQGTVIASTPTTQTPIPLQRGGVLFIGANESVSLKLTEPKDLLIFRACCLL
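test system = human PMI in coupled enzyme assay | medium = HEPES-buffered pH 7.4 with magnesium and detergent | also added = 1.0 mM mannose-6-phosphate substrate with 0.22 mM NADP+ | compound = 20 µM single dose | times = 20 min incubation at room temperature | measured by = resorufin fluorescence (Ex 544/Em 590 nm) from resazurin via diaphorase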
S1P3 antagonist = blocks the human S1P3 receptor. 170,000 compounds, 0.27% hits. inhibition, % at 4.98 µM. Q99500. CHO S1P3 NFAT-BLA reporter, FRET fluorescence, antagonist mode;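 active = inhibition above the plate cutoff, the mean inhibition of test wells on that plate plus 3 SD, cut at about 28% in these data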;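 note: cells challenged with S1P at its EC80 of 0.8 µM; blue over green emission ratio from cleaved BLA substrate after 4 h stimulation; 0% = S1P-stimulated wells and 100% = unstimulated DMSO-only wells; some compounds past the cut are filed as inactive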
Target sequence (Q99500 whole entry, looked up): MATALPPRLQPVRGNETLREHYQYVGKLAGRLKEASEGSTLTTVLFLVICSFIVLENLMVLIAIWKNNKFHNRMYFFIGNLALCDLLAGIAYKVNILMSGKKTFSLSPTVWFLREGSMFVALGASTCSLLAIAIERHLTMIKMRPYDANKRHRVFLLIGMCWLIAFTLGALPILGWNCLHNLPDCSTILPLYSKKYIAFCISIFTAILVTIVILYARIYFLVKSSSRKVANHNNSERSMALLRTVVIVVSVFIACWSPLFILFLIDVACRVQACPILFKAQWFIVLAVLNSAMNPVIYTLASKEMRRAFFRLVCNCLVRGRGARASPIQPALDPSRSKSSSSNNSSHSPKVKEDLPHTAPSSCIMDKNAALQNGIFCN
Redox H2O2 prof = compounds producing H2O2 with reducing agent – biochemical, NIH compound library profiling, artefact control for MLSCN library redox annotation, primary screen; AID 878; activation, % at 10 µM; 200,000 compounds, 0.03% hits; DTT-dependent redox cycling H2O2, phenol red/HRP absorbance; 100% = 100 µM peroxide control, 0% = buffer;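 active = activation of at least 50% relative to the plate's high and low controls in the primary single-dose screen; inactive = activation below 50%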;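 note: compound incubated with DTT at 0.8 mM final as the reducing agent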
L major viab = Leishmania major promastigote growth inhibition; Leishmania major promastigotes, resazurin fluorescence viability; inhibition, % at 10 µM; 200,000 compounds, 9% hits; AID 1063;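 note: promastigotes grown with compound for 44 hours at 28 °C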
Diaph inh CS = counter-screen for diaphorase-based assays: diaphorase inhibitors and chemical oxidizers | 190,000 compounds, 0.69% hits | AID 1217 | inhibition, % at 20 µM | diaphorase resazurin-to-resorufin fluorescence, NADH, 16 min; bacterial (C. kluyveri) enzyme, not human;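 active = primary screen inhibition at 20 µM above a set limit, cut at about 50% in these data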;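 note: plate controls were DMSO with full reaction for no effect and wells lacking NADH for full effect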
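Assay system: diaphorase enzyme from Clostridium kluyveri; Input: enzyme working solution with 0.14 U/mL diaphorase; Timing: 16 min at room temperature; Technique: resorufin fluorescence, excitation 544 nm, emission 590 nm; Benchmarks: positive control minus NADH, DMSO neutral control.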
TLR4-MyD88 BLA = inhibitors of human TLR4-MyD88 binding; O00206+Q99836; HeLa CL3-4 TLR4/MyD88 BLA complementation, FRET ratio; inhibition, % at 8.4 µM; 200,000 compounds, 0.18% hits; in the data active = inhibition above about 25%;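 note: 0% = vehicle and 100% = reference inhibitor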
Diaph act CS = activates diaphorase or chemically reduces, flagging diaphorase assay artifacts; Diaphorase/resazurin coupled assay, resorufin fluorescence, 16 min; stronger effect = higher value; 1 = vehicle wells, 0 = NADH-free wells; activation factor at 20 µM; 190,000 compounds, 0.005% hits; AID 1229;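 active = diaphorase activity raised at least twofold by the compound at 20 µM; inactive = activation factor below 2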
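test system = bacterial diaphorase enzyme (C. kluyveri) | quantity = enzyme 0.07 U/mL final | reagent = NADH substrate 0.114 mM plus resazurin dye 0.1 mM, final | incubation = 16 min enzyme reaction, ambient temperature | buffer or medium = HEPES pH 7.4 buffer with MgCl2 and Tween 20 | signal = fluorescence of resorufin, 544 nm excitation, 590 nm emission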
PMI activator = activators of human phosphomannose isomerase; P34949; purified human PMI, coupled resazurin fluorescence, 20 min; stronger effect = higher value; 1 = vehicle control, 0 substrate-free wells; activation factor at 20 µM; 190,000 compounds, 0.005% hits;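 active = activation factor of 2 or more at 20 µM, relative to plate controls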
Hsp70 activator = transcriptional activators of Hsp70. activation, % at 10 µM. HeLa Hsp70 promoter luciferase reporter, luminescence; scaled: vehicle 0, proteasome-inhibitor control 100%. 200,000 compounds, 0.04% hits;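 active = activation above the mean across all tested compounds plus 3 SD, cutoff set per campaign, cut at about 5.5% in these data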;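 note: 100% = MG132 at 30 µM as the positive control and 0% = DMSO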
The depositor's hits bear a star; nt = no result given. Cut-off read from the data, not from the text of the source, unless noted: active = inhibition above about 50%; inactive = the rest.

Key to letters: A = G6PDH CS; B = RAM network inh; C = PMI act satM6P; D = S1P3 antagonist; E = Redox H2O2 prof; F = L major viab; G = Diaph inh CS; H = TLR4-MyD88 BLA; I = Diaph act CS; J = PMI activator; K = Hsp70 activator
Cc1noc2ncnc(Oc3ccccc3Cl)c12
  A = -3; B = 0.7; C = 1; D = -13; E = -0.3; F = -8; G = -9; H = -7; I = 1.1; J = 1; K = -0.3
Cc1cccc(-n2ncc3c(NCCN4CCOCC4)ncnc32)c1
  A = 2; B = 0.9; C = 1.1; D = nt; E = -1.0; F = 5; G = 3; H = 5; I = 1; J = 1.1; K = -0.2
CN(O)/C=c1/ccc2c(n1)C(=O)C=CC=2
  A = 58*; B = 1.1; C = 0.3; D = -6; E = -0.1; F = 4; G = 69*; H = 14; I = 0.3; J = 0.3; K = -0.3
COC(=O)c1sccc1NC(=S)N1CCN(c2ccccc2)CC1
  A = -23; B = 2.9; C = 0.9; D = -7; E = 0.1; F = -6; G = 17; H = -10; I = 0.8; J = 0.9; K = 0.1
COc1ccc(OCC(=O)N2N=C(C)CC2(O)C(F)(F)F)cc1 (stereo not drawn)
  A = 4; B = -0.9; C = 1.1; D = 4; E = 0.3; F = -4; G = 2; H = 6; I = 1; J = 1.1; K = 0.2
CCCCn1c(=NC(=O)c2ccco2)c(C(=O)OCC)cc2c(=O)n3ccccc3nc21
  A = 4; B = 2.8; C = 1; D = nt; E = 0.7; F = 51*; G = 3; H = -3; I = 1; J = 1; K = -0.3
O=C(NCCNS(=O)(=O)c1ccccc1)N1CCOCC1
  A = 3; B = 0.9; C = 1; D = nt; E = 3.6; F = -2; G = 11; H = -3; I = 0.9; J = 1; K = -0.1
CCCN1C=CC(=C2C(=O)c3ccccc3C2=O)C=C1
  A = -9; B = 1.7; C = 1.1; D = 20; E = -2.0; F = 11; G = 9; H = -7; I = 0.9; J = 1; K = -0.5
COC(=O)c1ccc(CN(c2ccc(C)cc2)S(=O)(=O)c2ccc3c(c2)OCCO3)o1
  A = 3; B = 7.0; C = 0.9; D = 15; E = 1.6; F = 16; G = 22; H = 3; I = 0.8; J = 0.9; K = -0.2
O=C(CSc1nc2ccccc2o1)N1CCN(c2ccc(Cl)cc2)CC1
  A = -8; B = 1.4; C = 1; D = -8; E = -1.0; F = 0; G = 0; H = -7; I = 1; J = 1; K = -0.3
Cc1ccc(OCC(=O)O/N=C(\N)c2cccnc2)cc1
  A = 9; B = 0.0; C = 1.1; D = -8; E = -0.5; F = -3; G = 0; H = 6; I = 1; J = 1.2; K = 0.1
Cc1cccc(-c2noc(CN(C(=O)C34CC5CC(CC(C5)C3)C4)C(C)C)n2)c1
  A = -15; B = 2.9; C = 0.8; D = 5; E = 0.9; F = 5; G = 22; H = 2; I = 0.8; J = 0.8; K = -0.1
Cc1ccc(SCCC(=O)NCCSCc2ccco2)cc1
  A = -4; B = -0.7; C = 1; D = -3; E = 1.4; F = -1; G = 21; H = -5; I = 0.8; J = 0.9; K = -0.1
COc1ccc2c(c1)CC/C2=N\OC(=O)c1ccccc1OC
  A = 0; B = 7.3; C = 1; D = -13; E = -0.5; F = 19; G = 14; H = 3; I = 0.9; J = 1; K = -0.2
CC(=O)c1cn(Cc2ccccc2)c(=O)[nH]c1=O
  A = 0; B = 0.1; C = 1.1; D = -17; E = 0.4; F = 1; G = 0; H = 1; I = 1; J = 1.1; K = -0.2
CCSc1nnc(NC(=O)[C@@H](NC(=O)c2cc(OC)cc(OC)c2)C(C)C)s1
  A = 2; B = 0.2; C = 1.1; D = -3; E = -1.5; F = 3; G = 7; H = -9; I = 0.9; J = 1; K = -0.1
Cc1cc(C)nc(SCc2n[nH]c(=S)n2C)n1
  A = 0; B = 0.6; C = 0.9; D = -33; E = 2.3; F = -17; G = 14; H = -14; I = 0.9; J = 0.8; K = -0.2
COc1ccc(NC(=O)CSc2nnc(CNC(=O)COc3ccc(Cl)cc3)o2)cc1
  A = 3; B = 3.7; C = 0.9; D = -17; E = -0.7; F = 3; G = 2; H = -10; I = 1; J = 0.9; K = -0.1
CCC(C(=O)Nc1nnc(-c2ccco2)s1)c1ccccc1 (stereo not drawn)
  A = 4; B = 6.4; C = 1; D = -6; E = -0.2; F = -2; G = -9; H = 10; I = 1.1; J = 1.1; K = 0.1
CCCCC(CC)C(=O)Nc1ncc([N+](=O)[O-])s1 (stereo not drawn)
  A = -2; B = -1.1; C = 0.9; D = 15; E = 0.0; F = 59*; G = 9; H = 1; I = 0.9; J = 1; K = -0.4
O=C1N/C(=C\c2ccccc2)C(O)=C1C=NCc1ccccc1
  A = -18; B = 1.4; C = 1; D = -21; E = -0.1; F = -7; G = 7; H = -11; I = 0.9; J = 0.9; K = 0.1
COC(=O)Oc1ccc(/C=N/NC(=O)CSCc2ccc(Cl)cc2)cc1OC
  A = -2; B = 0.9; C = 0.9; D = -10; E = -0.1; F = 0; G = 0; H = -3; I = 1; J = 0.8; K = 0.0
Fc1ccc(F)c(C2=NNC(=NCC3CCCO3)SC2)c1 (stereo not drawn)
  A = 12; B = 0.8; C = 0.9; D = 5; E = -2.7; F = -10; G = 4; H = -6; I = 1; J = 0.7; K = -0.4
CCCCOC(=O)C1=C(C)Nc2nnnn2C1c1ccccc1Cl (stereo not drawn)
  A = 2; B = 2.9; C = 0.9; D = nt; E = 0.1; F = 14; G = 15; H = -3; I = 0.9; J = 0.9; K = -0.2
c1cncc(-c2noc(-c3ccco3)n2)c1
  A = 7; B = 1.7; C = 1; D = 5; E = -0.6; F = -9; G = -1; H = -15; I = 1; J = 1; K = -0.2
COc1ccc(OC)c(CN(CCCN2CCOCC2)C(=O)Nc2ccccc2)c1
  A = 5; B = -0.4; C = 1; D = nt; E = 1.9; F = 4; G = 5; H = -8; I = 0.9; J = 1.1; K = -0.3
O=C(c1ccc(S(=O)(=O)N2CCOCC2)cc1)N1CCN(c2ccccc2)CC1
  A = -18; B = -0.3; C = 0.9; D = -5; E = 0.4; F = -3; G = 18; H = -3; I = 0.8; J = 0.9; K = 0.3
Cc1ccc(NC(=O)CN(C)CC(=O)Nc2ccc(F)c(F)c2F)c(Cl)c1
  A = 2; B = -0.6; C = 0.9; D = -8; E = -0.6; F = -2; G = 8; H = -7; I = 0.9; J = 1; K = 0.1
Cc1ccc(S(=O)(=O)N2CCCCC2)cc1C(=O)Nc1ccc(N2CCOCC2)cc1
  A = 2; B = 7.8; C = 1; D = nt; E = 2.3; F = 1; G = 3; H = 1; I = 1; J = 1; K = -0.2
CCn1c(C)c(/C=N/Nc2nc3ccccc3s2)c2ccccc21
  A = 6; B = 1.9; C = 1; D = nt; E = 0.0; F = 10; G = 0; H = 2; I = 1; J = 0.9; K = 0.1
C=CCn1c(=O)c(C(=O)Nc2ccccc2O)c(O)c2ccccc21
  A = 13; B = 3.6; C = 1; D = -17; E = 0.0; F = -2; G = -2; H = -3; I = 1; J = 1.1; K = -0.3
O=C(COc1ccccc1[N+](=O)[O-])OCC(=O)N1CCC(Cc2ccccc2)CC1
  A = 11; B = 3.4; C = 0.8; D = 8; E = -0.3; F = -8; G = 9; H = 14; I = 0.9; J = 1.1; K = -0.3
CCOC(=O)Cn1nc(-c2ccc(C)cc2)ccc1=O
  A = -2; B = -0.6; C = 0.9; D = nt; E = 2.5; F = -6; G = 12; H = -5; I = 0.9; J = 0.9; K = -0.1
c1nc2sc3c(c2c2nnnn12)CCCC3
  A = 3; B = 0.4; C = 0.9; D = -6; E = -0.5; F = -3; G = 15; H = -15; I = 0.9; J = 0.9; K = -0.1
Cc1ccc(C2C(=O)N(C3CCCC3)CC(=O)N2C2CCCCC2)cc1 (stereo not drawn)
  A = 16; B = -0.3; C = 1; D = nt; E = 0.1; F = 6; G = 10; H = 1; I = 0.9; J = 1.1; K = -0.1
COc1ccccc1/C=N/NC(=O)c1cccc(NC(=O)c2ccccc2Cl)c1
  A = 2; B = 0.6; C = 0.9; D = 16; E = -0.8; F = 32; G = 14; H = -3; I = 0.9; J = 0.9; K = -0.3

An excerpt of these results, in markdown:
| SMILES | G6PDH CS | RAM network inh | PMI act satM6P | S1P3 antagonist | Redox H2O2 prof | L major viab | Diaph inh CS | TLR4-MyD88 BLA | Diaph act CS | PMI activator | Hsp70 activator |
| --- | --- | --- | --- | --- | --- | --- | --- | --- | --- | --- | --- |
| C=CCn1c(=O)c(C(=O)Nc2ccccc2O)c(O)c2ccccc21 | 13 | 3.6 | 1 | -17 | 0.0 | -2 | -2 | -3 | 1 | 1.1 | -0.3 |
| c1nc2sc3c(c2c2nnnn12)CCCC3 | 3 | 0.4 | 0.9 | -6 | -0.5 | -3 | 15 | -15 | 0.9 | 0.9 | -0.1 |
| CCOC(=O)Cn1nc(-c2ccc(C)cc2)ccc1=O | -2 | -0.6 | 0.9 | nt | 2.5 | -6 | 12 | -5 | 0.9 | 0.9 | -0.1 |
| Cc1ccc(S(=O)(=O)N2CCCCC2)cc1C(=O)Nc1ccc(N2CCOCC2)cc1 | 2 | 7.8 | 1 | nt | 2.3 | 1 | 3 | 1 | 1 | 1 | -0.2 |
| COc1ccc(OC)c(CN(CCCN2CCOCC2)C(=O)Nc2ccccc2)c1 | 5 | -0.4 | 1 | nt | 1.9 | 4 | 5 | -8 | 0.9 | 1.1 | -0.3 |
